High-throughput results: PubChem, several laboratories
SKKanGAS inh: SKKanGAS growth inhibition; S. pyogenes SKKanGAS, kanamycin growth, BacTiter-Glo, 6 h; inhibition, % at 7.5 µM; actives 1.3% (n = 300,000); AID 1662;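 active = mean replicate score, as percent of positive control median, at least 50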;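 also: strain carries kanamycin resistance gene driven by streptokinase promoter and grows in 40 µg/ml kanamycin; loss of luminescence reflects streptokinase promoter inhibition or plain growth inhibition; 0% = median of DMSO wells and 100% = positive control at its reference dose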
TRPC6 activator: activators of mouse TRPC6 channel; Q61143; HEK293-TRPC6 membrane potential dye fluorescence; stronger effect = higher value; B-score at 10 µM; actives 0.13% (n = 310,000); AID 2550;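 active = B-score of the integrated fluorescence ratio above library mean plus 3 SD, and starting fluorescence ratio within library mean plus 5 SD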;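 also: higher score means more depolarization so channel activation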
TRPC4 PAM: allosteric potentiators of mouse TRPC4 channel | Q9QUQ5 | actives 0.42% (n = 310,000) | B-score at 10 µM | AID 2227 | HEK293 TRPC4beta/mu-opioid, DAMGO EC20, Fluo-4 Ca2+ flux; stronger effect = higher value;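 active = B-score of calcium response area above 5 SD of library B-scores, with initial fluorescence ratio within 5 SD of library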;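 also: B-score of integrated fluorescence ratio over time as area under calcium response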
ANO1 block: mouse TMEM16A channel inhibition, primary screen | HEK293 TMEM16A/YFP iodide influx fluorescence, ionomycin | normalized B-score (activity score, 25-100; higher = stronger inhibition) at 10 µM | actives 1.2% (n = 310,000) | AID 588511;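 active = ratio plate-corrected score three or more library SD toward inhibition, starting fluorescence score within five deviations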;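 also: score derived from kinetic fluorescence span divided by baseline fluorescence per well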
TRPC4 inh: TRPC4 (mouse) channel inhibition. Q9QUQ5. HEK293 TRPC4beta/mu-opioid, DAMGO-evoked Fluo4 calcium flux; stronger effect = lower value. actives 0.39% (n = 300,000). B-score at 10 µM;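 active = B-score over 3 SD under the library average, no early fluorescence shift, positive overall ratio signal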
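Signal: kinetic Fluo4 fluorescence imaging of calcium influx. Material: stable TRPC4beta/mu-opioid receptor HEK293 cells. Probe or stimulus: DAMGO in two steps, submaximal then maximal.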
MrgX1 allo act: human MrgX1 positive allosteric modulation, primary screen; MrgX1-HEK293, Fluo-4 calcium flux, FDSS; stronger effect = higher value; B-score at 10 µM; actives 0.63% (n = 310,000); AID 588675;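 active = plate-corrected calcium response at least 3 library SD above typical, normal starting fluorescence, not activating the receptor alone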;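 also: compound read alongside a low EC10 to EC30 dose of BAM8-22 agonist; peak minus trough fluorescence over baseline measured at the second addition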
Target sequence (Q96LB2 whole entry, looked up): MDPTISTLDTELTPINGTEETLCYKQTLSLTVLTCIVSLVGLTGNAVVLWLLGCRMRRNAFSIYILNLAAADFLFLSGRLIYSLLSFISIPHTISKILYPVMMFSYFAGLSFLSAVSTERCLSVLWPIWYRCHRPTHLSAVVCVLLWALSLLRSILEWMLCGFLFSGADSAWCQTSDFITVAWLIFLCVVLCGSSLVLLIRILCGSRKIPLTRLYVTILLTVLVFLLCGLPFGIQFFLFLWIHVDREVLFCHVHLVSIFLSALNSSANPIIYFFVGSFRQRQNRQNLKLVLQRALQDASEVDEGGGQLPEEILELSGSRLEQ
MrgX1 antagonist: antagonists of human MrgX1 receptor. Q96LB2. MRGX1-HEK293 calcium flux, Fluo-4, BAM8-22 antagonism; stronger effect = lower value. B-score at 10 µM. actives 1.3% (n = 310,000);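 active = calcium-response B-score plate-corrected more than 3 library SD below zero, starting fluorescence within 5 deviations, no agonist response on first addition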;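 also: peak minus trough fluorescence over baseline after final BAM8-22 challenge near maximal dose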
TMEM16A act: activates or potentiates the mouse TMEM16A chloride channel; Q8BHY3; HEK293 TMEM16A/YFP-H148Q/I152L, iodide quench fluorescence; stronger effect = lower value; B-score at 10 µM; actives 0.3% (n = 340,000); AID 623877;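 active = fluorescence-ratio B-score plate-corrected deviation score at least 3 library SD below zero, with starting fluorescence score within 5 deviations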;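 also: channel opened by trigger with iodide after compound preincubation; score built on the fluorescence ratio of max minus min over baseline; more negative score means more quench and so TMEM16A activation or potentiation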
TRPC6 inhibitor: blocks the mouse TRPC6 cation channel. B-score at 10 µM. Q61143. AID 2553. HEK293-TRPC6, membrane potential dye, ACh-evoked depolarization; stronger effect = lower value. actives 1.1% (n = 310,000);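 active = B-score under library mean minus 3 SD, initial fluorescence not abnormally high, positive integrated signal ratio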;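 also: B-score derived from integrated fluorescence ratio over the kinetic read; more negative B-score means stronger inhibition of depolarization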
MrgX1 agonist: agonists of human MrgX1 receptor | Q96LB2 | MrgX1-HEK293 cells, Fluo-4 calcium fluorescence, agonist mode; stronger effect = higher value | B-score at 10 µM | actives 0.44% (n = 310,000);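 active = calcium response B-score plate-corrected fluorescence ratio at least 3 library SD, with starting fluorescence B-score inside 5 SD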
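Material: HEK293 cells stably expressing human MrgX1 receptor | Quantity: 15,000 cells per well | Times: Cells plated overnight, dye loaded 0.5 h 37 °C, 0.5 h room temperature | Measured by: Kinetic Fluo-4 NW fluorescence of intracellular calcium | Control set: Positive and negative controls per plate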
TRPC4 agonist: TRPC4 (mouse) channel activation; Q9QUQ5; HEK293 TRPC4beta/mu-opioid, Fluo4 calcium fluorescence; stronger effect = higher value; B-score at 10 µM; actives 0.49% (n = 310,000); AID 2237;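 active = B-score above 5 SD of library B-scores, and initial fluorescence ratio not above library mean plus 5 SD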;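 also: positive B-score marks a calcium rise read as TRPC4 activation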
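Test system: HEK293 cells stably co-expressing mouse TRPC4beta and mu-opioid receptor | Schedule: Fluo4 dye loading 45 min at room temperature, 110 s recording | Measured by: Kinetic Fluo4 calcium fluorescence, 5 s baseline at 1 Hz | Evaluation: B score of integrated ratio | Controls: Buffer (low) and maximal DAMGO (high)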
* = called active by the depositor; i = inactive; x = not tested or not shown.

SMILES	SKKanGAS inh	TRPC6 activator	TRPC4 PAM	ANO1 block	TRPC4 inh	MrgX1 allo act	MrgX1 antagonist	TMEM16A act	TRPC6 inhibitor	MrgX1 agonist	TRPC4 agonist
CC(NCC(O)COc1ccc(S(=O)(=O)N2CCOCC2)cc1)c1ccccc1 (stereo not given)	-0.5	i	i	i	i	i	i	i	i	i	i
O=C(Nc1c[nH]c(=O)[nH]c1=O)c1ccccc1Br	-4.7	i	i	i	i	i	i	i	i	i	i
CN=C1NN=C(c2cc(C)n(-c3ccc(Cl)cc3)c2C)CS1	0.4	i	i	i	i	i	i	i	i	i	i
Cc1cccc(N(CC(=O)NCc2ccccc2)C(=O)CCC(=O)Nc2nccs2)c1	25.4	i	i	i	i	i	i	i	i	i	i
O=C(NCCc1c[nH]c2ccccc12)C1CCN(S(=O)(=O)c2ccccc2)CC1	-1.7	i	i	i	i	i	i	i	i	i	i
Cc1ccc(C)n1-c1nnc(N2CCC(C(=O)N3CCN(C)CC3)CC2)s1	6.9	i	i	i	i	i	i	i	i	i	i
COc1ccc2[nH]c3c(c2c1)CCN1C(=O)N([C@@H](C)C(=O)NC2CCCCC2C)C(=O)[C@]31C (stereo not given in full)	8.6	i	i	i	i	i	i	i	i	i	i
O=C(CSc1ccccc1)NCc1ccc(F)cc1	4.4	i	i	i	i	i	i	i	i	i	i
O=C(NCCc1ccccc1F)C1CCCN1S(=O)(=O)c1ccccc1 (stereo not given)	5.1	i	i	i	i	i	i	i	i	i	i
Cc1ccc(C)c(Cn2nnc(C(=O)Nc3ccc4c(c3)OCCO4)c2N)c1	10.8	i	i	i	i	i	i	i	i	i	i
O=C(Nc1ccc(N2CCCC2)c(Cl)c1)c1ccc2c(c1)OCCO2	25.9	i	i	i	i	i	i	i	i	i	i
CC(CC(=O)O)CC(=O)N1CCN(S(=O)(=O)c2cccs2)CC1 (stereo not given)	-11.6	i	i	i	i	i	i	i	i	i	i
Cc1ccc(-n2c(SCC(=O)O)nc3sc4c(c3c2=O)C(C)CCC4)cc1 (stereo not given)	15.2	i	11*	i	i	i	i	i	i	i	i
CC(C)(C)NC(=O)c1cccnc1Sc1ccccc1	-3.6	i	i	i	i	i	i	i	i	i	i
NC(=O)c1c(-c2ccccc2)oc2ccc(O)cc12	-4.9	i	i	i	i	i	i	i	i	i	i
CN(CCc1ccccc1)Cc1nc(-c2cnccn2)no1	-7.9	i	i	i	i	i	i	i	i	i	i
COc1ccccc1NC(=O)CCSc1nc(C)cc(C)n1	2.6	i	i	i	i	i	i	i	i	i	i
CN1CC(=O)N2C(c3ccc(Cl)cc3)c3[nH]c4ccccc4c3C[C@H]2C1=O (stereo not given in full)	15.9	i	i	i	i	i	i	i	i	i	i
O=C(O)C1Nc2c(Cl)cc(Cl)c(Cl)c2C2C=CCC12 (stereo not given)	7.2	i	i	i	i	i	i	i	i	i	i
Cc1nn(C(=O)C2CC2)c(C)c1Sc1ccc(Cl)cc1	34.9	i	i	i	i	i	i	i	i	i	i
Cc1nn(C)c(C(=O)Nc2ccn(C34CC5CC(CC(C5)C3)C4)n2)c1[N+](=O)[O-]	-16.8	i	i	i	i	i	i	i	i	i	i
Cc1[nH]n(-c2ccccc2)c(=S)c1C=Nc1ccc([N+](=O)[O-])cc1	x	x	x	i	x	i	i	i	x	i	x
CSCCC(NC(=O)c1ccco1)c1nc2ccccc2[nH]1 (stereo not given)	-4.4	i	i	i	i	i	i	i	i	i	i
CC1CCCC(C)N1C(=O)c1cc(-c2cccs2)on1 (stereo not given)	-6.3	i	i	i	x	i	i	i	i	i	i
CC1=C(C(=O)OCc2ccccc2)C(c2ccc(Br)cc2)NC(=O)N1CCCCCC(=O)O (stereo not given)	20.9	i	i	i	i	i	i	i	i	i	i
CCc1ccc(NC(=S)N(CCOC)C2CCN(C(C)=O)CC2)cc1	1.0	i	i	i	i	i	i	i	i	i	i
CSCCC(NC(=O)c1ccc(Cl)cc1)C(=O)OCC(=O)NCc1ccco1 (stereo not given)	-7.4	i	i	i	i	i	i	i	i	i	i
CC(=O)c1ccc(OCCCC(=O)OCC(=O)N2CCN(c3ccccc3)CC2)cc1	-8.7	i	i	i	i	i	i	i	i	i	i
CCCn1c(SCC(=O)Nc2ccccc2CC)nnc1C(C)C	-0.5	i	i	i	i	i	i	i	i	i	i
Cc1cc(C)n2nc(SCC(=O)Nc3c(C)n(C)n(-c4ccccc4)c3=O)nc2n1	-0.8	i	i	i	i	i	-4.58*	i	i	i	i

Full records from above. Screens in order: SKKanGAS inh, TRPC6 activator, TRPC4 PAM, ANO1 block, TRPC4 inh, MrgX1 allo act, MrgX1 antagonist, TMEM16A act, TRPC6 inhibitor, MrgX1 agonist, TRPC4 agonist
Cc1nn(C(=O)C2CC2)c(C)c1Sc1ccc(Cl)cc1 in the list: 34.9, i, i, i, i, i, i, i, i, i, i
CN(CCc1ccccc1)Cc1nc(-c2cnccn2)no1 in the list: -7.9, i, i, i, i, i, i, i, i, i, i

Continued:
SMILES	SKKanGAS inh	TRPC6 activator	TRPC4 PAM	ANO1 block	TRPC4 inh	MrgX1 allo act	MrgX1 antagonist	TMEM16A act	TRPC6 inhibitor	MrgX1 agonist	TRPC4 agonist
C[n+]1ccc(/C=N/Nc2nc(Cl)c(C#N)c(Cl)c2Cl)cc1	91.1*	i	i	i	i	i	i	i	-7.59*	i	i
CSc1ncc(CN2CCN(C(C)C)C(CCO)C2)cn1 (stereo not given)	-0.4	i	i	i	i	i	i	i	i	i	i
O=C(COC(=O)[C@H](Cc1ccccc1)NC(=O)c1cccs1)Nc1c(Cl)cccc1Cl	-10.3	i	i	i	i	i	i	i	i	i	i
Cc1nc(Nc2nc(CSc3nc4ccccc4[nH]3)cc(=O)[nH]2)nc2ccccc12	11.6	i	i	i	i	i	-5.17*	i	i	i	i
COc1cc(-c2nnc3sc(-c4cccs4)nn23)cc(OC)c1OC	-6.0	i	i	i	i	i	i	i	i	i	i
OCc1cn(-c2ccccc2)nc1-c1ccc(-c2nn(-c3ccccc3)cc2CO)cc1	10.1	i	i	i	i	i	i	i	i	i	i
COc1cc(CNc2ccc3[nH]c(=O)[nH]c3c2)cc(Cl)c1OCC(=O)NC(C)(C)C	0.5	i	i	i	i	i	i	i	i	i	i
CC(C)C(=O)c1cn(CC(=O)NCc2ccc3c(c2)OCO3)c2ccccc12	6.7	i	i	i	i	i	i	i	i	i	i
COc1ccc(C(=O)Nc2ccnn2C2CCN(Cc3cccnc3)CC2)cc1	-1.0	i	i	i	i	i	i	i	i	i	i
Cc1ccc(NC(=O)CN(C)C(=O)CSc2nc(C)cc(C)n2)cc1	-2.4	i	i	i	i	i	i	i	i	i	i
O=S(=O)(N1CCOCC1)n1cnc2ccccc21	-0.5	i	i	i	i	i	i	i	i	i	i
Cc1cccc(N2C(N)=C(C#N)C(C#N)(C#N)C2c2ccccc2)c1 (stereo not given)	1.6	i	i	i	i	i	i	i	i	i	i
O=C(c1cccs1)N1CCN(C(=O)c2ccco2)c2ccccc2C1	-2.6	i	i	i	i	i	i	i	i	i	i
O=C(c1cnccn1)N1CCc2ccccc21	2.9	i	i	i	i	i	i	i	i	i	i
C#CCNc1c(C)c(C)nc2ncnn12	-2.5	i	i	i	x	i	i	i	i	i	i
CC(C)(C)S(=O)(=O)c1ccccc1-c1noc(-c2ccccc2)c1C(N)=O	-0.3	i	i	i	i	i	i	i	i	i	i
NC(=O)C1CCN(C2CC(=O)N(c3cccc(F)c3)C2=O)CC1 (stereo not given)	-10.3	i	i	i	i	i	i	i	i	i	i
CCn1nc(C)c(Oc2ccccc2O)c1C	10.8	i	i	i	i	i	i	i	i	i	i
CCOC(=O)CSc1nc(N)c(C#N)c(-c2cccs2)c1C#N	-1.4	i	i	i	i	i	i	i	i	i	i
CCOC(=O)c1[nH]c2ccc(Br)cc2c1NC(=O)CCN1CCC(C(=O)OCC)CC1	-1.4	i	i	i	i	i	i	i	i	i	i
CCn1c(COc2ccc(C)cc2)nnc1SCC(=O)Nc1ccc2c(c1)OCCO2	3.1	i	i	i	i	i	i	x	i	i	i
COc1cccc(CN2C(=O)c3ccccc3S2(=O)=O)c1	4.0	i	i	i	i	i	i	i	i	i	i
CC1(C)CC(N2CCCCC2)=CC(=[N+]2CCCCC2)C1	0.3	i	i	i	i	i	i	i	i	i	i
Cn1nccc1C(=O)N/N=C/c1c(O)ccc2ccccc12	35.4	i	i	i	i	i	i	i	i	i	i
CCc1ccc(Nc2ncnc3nc[nH]c23)cc1	12.1	i	i	i	i	i	i	i	i	i	i
CCCSc1ccc2nc(NC(=O)OC)[nH]c2c1	-3.3	i	i	i	i	i	i	i	i	i	i
CCc1cc2c(=O)n(CC(C)C)cnc2s1	3.1	i	i	i	i	i	i	i	i	i	i
COc1cc2c(cc1OC)C1=C(C#N)CCC(=O)N1CC2	3.1	i	i	i	i	i	i	i	i	i	i
CCOC(=O)N1CCN(C(=O)/C(=C\c2ccc(SC)cc2)NC(=O)c2ccccc2)CC1	7.4	i	i	i	i	i	i	i	i	i	i
COc1ccccc1CN1C[C@@H]2C[C@@H](c3ccc(Cl)cc3)N3CCC[C@@]23C1=O	5.3	i	i	i	i	i	i	i	i	i	i
CCN(CC)CCN1C(=O)C2C(C(=O)Nc3cccc(C)c3)C3C=CC2(O3)C1C(=O)NC1CCCC(C)C1C (stereo not given)	13.8	i	i	i	i	i	i	i	i	i	i
Cc1ccc(NC(=O)c2oc3ccc(S(=O)(=O)N4CCOCC4)cc3c2C)cc1C	6.6	i	i	i	x	i	i	i	i	i	i
Cc1ccc(OCC(=O)NNC(=O)c2ccc(-n3cncn3)c([N+](=O)[O-])c2)cc1	-4.2	i	i	i	i	i	i	i	i	i	i
Cc1ccc(S(=O)(=O)N2CCCN(C(=O)c3cc4ccccc4[nH]3)CC2)cc1	2.5	i	i	i	i	i	i	i	i	i	i
CC(CCc1ccccc1)NC(=O)CN1CCc2ccccc2C1 (stereo not given)	6.6	i	i	i	i	i	i	i	i	i	i
O=C(O)CSCCn1cccn1	-4.1	i	i	i	i	i	i	i	i	i	i
